Compound activity: PubChem BioAssay, National Center for Advancing Translational Sciences (NCATS)
TSHR antagonist – human thyrotropin receptor antagonism | P16473 | TSHR-expressing cells, TSH-stimulated cAMP HTRF, 2 h; active compounds read low | activity change, negative = inhibition, % at 11.5 µM | 330,000 tested, 0.2% active | AID 504810;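 active = activity change below a set negative limit, meaning inhibition stronger than a set level, cut at about -70% in these data; inconclusive = activity change between two set negative limits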; note: % is set by controls: 0 for no effect and ±100 for the full control effect
Target sequence (P16473 whole entry, looked up): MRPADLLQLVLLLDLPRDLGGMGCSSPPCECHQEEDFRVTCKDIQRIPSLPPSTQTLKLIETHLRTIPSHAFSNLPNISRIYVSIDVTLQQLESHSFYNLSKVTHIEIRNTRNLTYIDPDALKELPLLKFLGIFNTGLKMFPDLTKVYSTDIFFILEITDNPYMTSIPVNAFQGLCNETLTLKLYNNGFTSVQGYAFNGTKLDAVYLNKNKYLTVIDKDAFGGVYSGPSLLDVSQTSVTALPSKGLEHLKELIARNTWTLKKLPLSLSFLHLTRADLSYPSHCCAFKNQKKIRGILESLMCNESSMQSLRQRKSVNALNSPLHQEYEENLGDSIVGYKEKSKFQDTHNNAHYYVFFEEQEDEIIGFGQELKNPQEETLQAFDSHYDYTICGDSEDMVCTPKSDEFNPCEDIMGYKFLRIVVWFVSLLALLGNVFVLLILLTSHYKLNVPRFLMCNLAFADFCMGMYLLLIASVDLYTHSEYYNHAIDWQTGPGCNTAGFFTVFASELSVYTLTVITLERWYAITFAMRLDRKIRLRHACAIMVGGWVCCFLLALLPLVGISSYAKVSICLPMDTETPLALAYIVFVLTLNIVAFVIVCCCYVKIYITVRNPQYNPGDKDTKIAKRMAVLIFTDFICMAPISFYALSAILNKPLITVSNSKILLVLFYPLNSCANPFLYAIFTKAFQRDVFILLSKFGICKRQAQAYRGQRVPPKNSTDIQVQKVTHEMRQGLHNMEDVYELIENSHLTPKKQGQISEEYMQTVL
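Cell-based HTRF cAMP assay; TSHR cells + compound, TSH EC80 (4nM final), 2 h, 37 deg C. Lysis with anti-cAMP cryptate and cAMP-d2, 30 min RT, read 665/620 nm.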
Mito fusion yeast – inhibitors of mitochondrial division or activators of mitochondrial fusion | 320,000 tested, 0.23% active | AID 485298 | Potency, µM (top dose mostly 46.1 µM), inactives show at the highest dose growth rescue (activation), most hits filed as activators | S. cerevisiae fusion-defective mutant growth rescue, CellTiterGlo 48 h;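 note: potency is the fitted concentration of half-maximal effect; % of control where 0% means no effect; nearly all actives have a fitted effect of over 45% in size; temperature-sensitive fusion mutants such as fzo1-1 at 37 °C on non-fermentable ethanol glycerol medium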
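S. cerevisiae fusion-defective temperature-sensitive mutants (e.g. fzo1-1, mgm1-5) grown 48 h at 37C in YPEG (ethanol/glycerol non-fermentable) medium with 23 nl compound per well; growth rescue read as CellTiterGlo luminescence.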
MBNL1-CUG inh – MBNL1-poly(CUG) RNA binding inhibition. Q9NR56. 280,000 tested, 0.036% active. TR-FRET MBNL1-His/biotin-(CUG)12 binding, 665/545 ratio. Potency, µM (top dose mostly 57.5 µM), for the others: at the top dose activity change, negative = inhibition, actives largely listed as inhibitors; active = well fitted inhibition curve with a large enough effect in the signal ratio, with a control signal flat, not every such curve was filed as active; inconclusive = small, poorly fitted or top-dose-only effect, or effect the other way, or a change in a side signal; inactive = no such curve, though single readings can be large or run the other way; the % refers to the signal ratio; note: potency is the fitted concentration of half-maximal effect; % is set by controls: 0 for no effect and ±100 for the full control effect
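His-tagged MBNL1 binding to biotinylated (CUG)12 RNA was measured by TR-FRET using terbium anti-His antibody (0.055 ng/ul final) and streptavidin-XL665 (5 nM final). Compounds were titrated 92 nM to 58 uM; 60 min at room temperature.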
a7 integrin act – integrin-mediated muscular dystrophy alleviation activation; AID 624291; Potency, µM (top dose mostly 38.3 µM), for the others: at the top dose activation, hits mostly activators; alpha7betagal myoblasts, beta-gal FDG fluorescence, 48 h; 350,000 tested, 0.064% active;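 note: potency is the fitted concentration of half-maximal effect; 100% = response of the positive control SU9516; nearly all actives have a fitted effect of over 60% in size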
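alpha7betagal+/- myoblasts (passage 13, 250/well) treated 48 h at 37C with compounds at 1:260 dilution of DMSO stock. Lysed, then beta-galactosidase activity read as FDG fluorescence (ex 480/em 540) after 30 min, with pre-read for autofluorescence.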
CXXC DNA block – blocks binding of human MLL CXXC domain to DNA; Q03164; MLL-CXXC / FITC-HOXA9 DNA fluorescence polarization; Potency, µM (doses to about 115 µM), without a hit: top-dose activity change, negative = inhibition, usual class: inhibitors; 290,000 tested, 0.037% active; AID 2662; active = well fitted inhibition curve with a large enough effect in the polarisation, with a control signal flat, not every such curve was filed as active; inconclusive = small, poorly fitted or top-dose-only effect, or effect the other way, or a change in a side signal; inactive = no such curve, though single readings can be large or run the other way; the % refers to the polarisation; note: potency is the fitted concentration of half-maximal effect
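Purified MLL-CXXC (added from a 7 uM solution) was preincubated 5 min at ambient with pinned compounds in 50 mM Tris-HCl pH 7.5, 50 mM NaCl, 1 mM DTT, 0.05% BSA. Fluorescein-labeled HOX-A9 DNA (50 nM solution) followed, 30 min, then polarization read.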
TCR activator – activates T cell receptor signaling. primary human leukocytes, anti-CD3, IL-2 HTRF, 48 h. Potency, µM (top dose mostly 9.22 µM), for the others: at the highest dose activation of IL-2 secretion, usual class: activators. 330,000 tested, under 10 active. AID 504894; note: % of control where 0% means no effect
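48 hr co-incubation of compounds, a-CD3 beads and primary human leukocytes; IL-2 quantified homogeneously by HTRF with anti-IL-2 K and d2 conjugates.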
Menin MLL FP TR – menin-MLL binding inhibition, Texas Red mutant peptide; 270,000 tested, 0.23% active; O00255; Potency, µM (highest dose often 61.6 µM), without a hit: top-dose FP activity change, negative = inhibition, usual class: inhibitors; Menin + Texas Red MLL mutant peptide, fluorescence polarization; active = well fitted inhibition curve with a large enough effect in the polarisation, with a control signal flat, not every such curve was filed as active; inconclusive = small, poorly fitted or top-dose-only effect, or effect the other way, or a change in a side signal; inactive = no such curve, though single readings can be large or run the other way; the % refers to the polarisation; note: potency is the fitted concentration of half-maximal effect; % of control where 0% means no effect; many of its hits are not listed in these tables
TSG101-PTAP inh – blocks PTAP/TSG101 interaction to inhibit HIV-1 budding; AID 493005; Fluorescence polarization, FITC-PTAP peptide / Tsg101 binding; Q99816; 340,000 tested, under 10 active; Potency, µM (titrated, usually from 115 µM), inactives show top-dose activity change, negative = inhibition, hits mostly inhibitors; active = well fitted inhibition curve with a large enough effect in the main read-out, with a control signal flat, not every such curve was filed as active; inconclusive = small, poorly fitted or top-dose-only effect, or effect the other way, or a change in a side signal; inactive = no such curve, though single readings can be large or run the other way; note: potency is the fitted concentration of half-maximal effect; % of control where 0% means no effect
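Steps: Tsg101 binding domain dispensed (10 uM final), compounds pinned in DMSO, FITC-labeled PTAP-motif peptide added (50 nM final); after 20 min binding at room temperature, polarization measured.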
S-ASM inh – inhibitors of human secretory acid sphingomyelinase; P17405; placental ASM, HMU-PC fluorogenic substrate, 60 min; Potency, µM (top dose mostly 57.5 µM), without a hit: top-dose activity change, negative = inhibition, hits mostly inhibitors; 340,000 tested, 0.006% active; AID 504937; note: potency is the fitted concentration of half-maximal effect
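Steps: dispense placental human ASM, pin compound, wait 10 min at room temperature, add HMU-PC0 substrate at 9 uM final, incubate 60 min at 37 °C, add stop solution raising pH to 10, read fluorescence.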
AT treatment – candidate therapy for ataxia-telangiectasia; 320,000 tested, 0.19% active; AID 485349; […] A-T fibroblasts, KAP-1 phosphorylation AlphaLISA; neocarzinostatin DNA damage 30 min before lysis; Potency, µM (series often up to 57.5 µM), without a hit: at the highest dose activation, actives largely listed as activators; note: potency is the fitted concentration of half-maximal effect; % of control where 0% means no effect; nearly all actives have a fitted effect of over 45% in size
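ATM-like activity read as KAP-1 phosphorylation via AlphaLISA donor/acceptor antibody pairs after lysis and 6 hr at 25C. Cells were ATM-null patient fibroblasts ([…], hTERT), dosed 60 min, then exposed to the DSB inducer NCS for 30 min.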
Numbers without * were called inactive; ? = inconclusive; . = not tested or not shown; & = joins results of further samples; [ ] = dose if it differs, or a comment. Unless noted, calls come from the whole dose curve; as a rule, active = well fitted curve in the direction sought with a large enough effect; inconclusive = small, poorly fitted or top-dose-only effect, or another doubt; inactive = no such curve, though single readings can be large; an effect the other way counts as inactive or inconclusive.

SMILES	TSHR antagonist	Mito fusion yeast	MBNL1-CUG inh	a7 integrin act	CXXC DNA block	TCR activator	Menin MLL FP TR	TSG101-PTAP inh	S-ASM inh	AT treatment
COc1ccc(/C=N/n2c(=O)[nH]c3c([nH]c4ccc(Cl)cc43)c2=O)cc1CN1CCCCC1	1	3%	.	0%	3%	0%	.	0%	108%[activator]	-4%
CCn1cc(CN2CCCC(CO)(Cc3ccc(F)cc3)C2)c2ccccc21 (stereo not drawn)	1	-12%	-16%	-47%[inhibitor]	6%	10%	-26%	-1%	4%	3%
CC(C)c1ccc(-c2c(C#N)c(N)nc(SCC(=O)N3CCCCC3)c2C#N)cc1	1	1%	?	7%	3%	3%	-7%	-4%	3%	-1%
COc1cccc(-c2nc(-c3ccc(Br)o3)no2)c1	1	-3%&-2%	3%	22%	-3%	-2%	.	-3%	0%	4%
Cc1cccc(C)c1NC(=O)C(C)Sc1nnc(C)n1CC1CCCO1 (stereo not drawn)	1	14%	0%	7%	12%	-3%	6%	-4%	-4%	7%
C=CCn1c(SC)nnc1-c1ccc2ncccc2c1	-9	-1%	6%	4%	-6%	1%	.	-1%	2%	26%
Cc1csc2ncnc(NNC(=O)c3ccc(Cl)cc3)c12	-11	3%	-3%	-49%[inhibitor]	-13%	9%	.	-3%	4%	0%
CCOC(=O)N1CCC(N2C(=O)c3ccccc3C2Nc2ccc(S(=O)(=O)N3CCCCC3)cc2)CC1 (stereo not drawn)	-2	-3%	7%	.	16%	.	-10%	.	.	4%
FC(F)c1nc2ccccc2[nH]1	-7	11%	23%	20%	-4%	-6%	3%	0%	6%	0%
CCCCc1cc(=O)oc2cc(OS(C)(=O)=O)ccc12	-1	16µM*	8%[11.5 µM]	-10%	1%	0%[46.1 µM]	4%	-1%	176%[activator]	1%
Cc1ccc(SCC(=O)NC(=O)NC2CCCC2)c(C)c1	0	-8%	.	-13%	.	-2%	.	-4%	-6%	0%
CCOC(=O)c1c(S(=O)(=O)Nc2ccc(C)c(F)c2)c(C)n(C)c1C	-4	2%	-3%	6%	6%	11%	.	-4%	2%	3%
COc1ccccc1NS(=O)(=O)c1ccc2c(c1)OCCO2	12	10%	0%	?	-5%	3%	-9%	2%	-1%	1%
OC(c1cccc(Cl)c1)c1nccc2ccccc12 (stereo not drawn)	-9	5%	8%	11%	-1%	3%	-16%	-6%	-2%	-5%
CCn1c(SCC(=O)NCc2ccc3c(c2)OCO3)nnc1-c1c[nH]c2ccccc12	-1	-2%	-13%	-5%	6%	-1%	-7%	0%	1%	11%
Cc1c(OCC(=O)NCCCN2CCCC2=O)ccc2c3c(c(=O)oc12)CCC3	-3	-1%	1%	16%	-1%	-6%	.	-5%	-3%	17%
Cc1ccc(CNCCCn2cnc3c(OCc4ccccc4)ncnc32)o1	.	.	.	-7%	.	0%	.	2%	3%	.
Cc1ccc(S(=O)(=O)/C=C/c2ccccc2)cc1	-8	8%	-13%	-12%	1%	1%[46.1 µM]	-1%	-3%	4%	-2%
Cn1ncc(Cl)c1C(=O)NCc1ccc(Cl)cc1	-2	-3%	.	5%	10%	1%[46.1 µM]	5%	-1%	9%	3%
O=C(O)CN(c1ccccc1)S(=O)(=O)c1cc(C(F)(F)F)cc(C(F)(F)F)c1	-2	0%	.	?	-7%	6%	12%	-2%	8%	-1%
COc1cc(C(=O)NCC2CCCO2)ccc1OCc1ccc(Cl)cc1Cl (stereo not drawn)	37	?	.	6%	.	5%	.	5%	2%	13%
O=C(Oc1cccc(/C=N/NC(=O)c2ccccn2)c1)c1ccc([N+](=O)[O-])cc1	1	2%	15%	?	1%	6%	.	-1%	-2%	6%
COc1ccc(CCNC(=O)[C@H](C)N2C(=O)N3CCc4c([nH]c5ccccc45)[C@@]3(C)C2=O)cc1	-10	0%	-5%	-6%	2%	-4%	-18%	-5%	-2%	-10%
CCC(C)c1ccc(OCC(=O)Nc2cccc(C(=O)Nc3ccc(C(=O)O)cc3)c2)cc1 (stereo not drawn)	19	-2%	-5%	34%	3%	2%	.	-5%	5%	17%
CCOC(=O)C1CCN(S(=O)(=O)c2ccc(NC(C)=O)c(Cl)c2)CC1	-3	-1%	.	-12%	-1%	0%	.	3%	2%	2%
S=c1[nH]c(-c2ccccc2)cn1/N=C/c1ccncc1	-11	-3%	?	10%	0%	-4%	.	-7%	3%	14%
CCN(CC)S(=O)(=O)c1ccc(N2CCN(CCO)CC2)nc1	-4	1%	0%	-23%	23%	1%[46.1 µM]	-14%	-1%	3%	0%
O=C(Nc1ccc(N2CCCCC2)c(Cl)c1)c1ccc(N2CCOCC2)c([N+](=O)[O-])c1	5	0%	-8%	-35%[inhibitor]	2%	8%	?	-6%	-25%	-11%
Cc1cccc(N2CCN(C(=S)NC3CCCCC3)CC2)c1C	3	0%	-12%	-7%	-10%	-5%	.	-8%	-1%	13%
N#Cc1ccc(NC(=O)c2cc(=O)c3ccccc3o2)cc1	-6	1%	.	?	6%	.	-2%	0%	10%	2%
COc1ccc([C@H]2CC(=O)C=C(c3cccc4c3Oc3ccccc3S4)C2)cc1	-8	4%	.	11%	.	0%	.	.	-8%	12%
FC(F)(F)c1cnc(Sc2nnc(-c3cccs3)n2CC2CCCO2)c(Cl)c1 (stereo not drawn)	16	2%	0%	-19%	-12%	-4%	.	-7%	-1%	-1%
Cc1cc(NC(=O)CSc2nc3ccccc3c(=O)n2CCCC(=O)NCc2ccccc2)n[nH]1	4	-2%	3%	-8%	2%	4%	0%	-2%	-3%	-2%
CCOC(=O)c1c(C)[nH]c(C)c1C(=O)COC(=O)c1ccc(S(=O)(=O)N(CC)CC)cc1	-7	1%	9%	-24%	1%	-1%	60%[activator]	-1%	-5%	4%
COc1cccc(C(=O)NC(=S)NCc2ccco2)c1	22	-6%	-4%	26%	0%	8%	-2%	-4%	3%	-2%
CS(=O)(=O)N1CCN(c2cccc(Cl)n2)CC1	6	-7%	-5%	6%	10%	6%	-7%	-3%	2%	-1%
O=C(C1CC1)N1CCN(c2ccc(F)cc2)CC1	0	-2%	8%	0%	4%	-22%	1%	2%	4%	-1%
COc1ccc(-c2noc(CCc3ccccc3)n2)cc1	-18	-7%	-8%	-3%	-1%	.	9%	-1%	5%	9%
CCOC(=O)C1=C(C)NC(C)=C(C(=O)OCC)C1C(=O)OCC(=O)N1CCCCC1CC (stereo not drawn)	1	-1%	-7%	8%&-14%	14%	3%&-2%	-4%	-3%&-7%	50%&37%[activator]	2%
COCCC(=O)N1CCC(Oc2ccc(C(=O)NCCc3cnn(C)c3)cc2)CC1	24	0%	-7%	8%	3%	-1%	-1%	-3%	-5%	6%
COc1ccc(C(=O)Nc2ccc(C(=O)OCC(=O)c3ccccc3)cc2)cc1	-3	2%	-5%	13%	-10%	1%	?	-2%	0%	14%

Reformatted bar-delimited: 6 of the compounds above.
canonical_smiles | TSHR antagonist | Mito fusion yeast | MBNL1-CUG inh | a7 integrin act | CXXC DNA block | TCR activator | Menin MLL FP TR | TSG101-PTAP inh | S-ASM inh | AT treatment
Cc1cc(NC(=O)CSc2nc3ccccc3c(=O)n2CCCC(=O)NCc2ccccc2)n[nH]1 | 4 | -2% | 3% | -8% | 2% | 4% | 0% | -2% | -3% | -2%
CCOC(=O)c1c(C)[nH]c(C)c1C(=O)COC(=O)c1ccc(S(=O)(=O)N(CC)CC)cc1 | -7 | 1% | 9% | -24% | 1% | -1% | 60%[activator] | -1% | -5% | 4%
COc1cccc(C(=O)NC(=S)NCc2ccco2)c1 | 22 | -6% | -4% | 26% | 0% | 8% | -2% | -4% | 3% | -2%
CS(=O)(=O)N1CCN(c2cccc(Cl)n2)CC1 | 6 | -7% | -5% | 6% | 10% | 6% | -7% | -3% | 2% | -1%
O=C(C1CC1)N1CCN(c2ccc(F)cc2)CC1 | 0 | -2% | 8% | 0% | 4% | -22% | 1% | 2% | 4% | -1%
COc1ccc(-c2noc(CCc3ccccc3)n2)cc1 | -18 | -7% | -8% | -3% | -1% | . | 9% | -1% | 5% | 9%

A portion of the library; rates above refer to the full screens.
